High-throughput results from PubChem.
BCR signal inh – blocks chronic active B-cell receptor signaling; ABC-DLBCL IkBa-CBG/CBR reporter, luminescence ratio, 4 h; Potency, µM (series often up to 46.1 µM), without a hit: top-dose ratio change, negative = lower green/red ratio, usual class: inhibitors; 340,000 tested, 0.05% active; active means well fitted inhibition curve with a large enough effect in the signal ratio, with a control signal flat, not every such curve was filed as active; inconclusive means small, poorly fitted or top-dose-only effect, or effect the other way, or a change in a side signal; the % refers to the signal ratio;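 further: plate controls were basal doxycycline-induced cells for no effect and cells given 10 µM MG132 for full effect; MG132 reads +100%, hits lower the ratio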
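Compounds up to 46 uM were incubated four hours with TMD8 cells whose green CBG68 luciferase is fused to IkappaBalpha; red CBR luminescence normalised the signal, and concentration-effect curves were fitted to fusion, red and ratio data.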
Numbers without * were called inactive; ? = inconclusive. Potency means the concentration at half of the fitted maximal effect.

Start of the listing, in advance, six compounds:
SMILES	BCR signal inh
Cc1ccc(CCNC(=O)CCSCc2ccccc2F)cc1	3%
COCCCNc1ncnc2c1cnn2-c1ccc(F)cc1	?
O=C(Cc1ccccc1)N(Cc1cccnc1)c1nc2ccc(F)cc2s1	?
Cc1ccc(C)c(N2CCN(C(=O)CCn3c(=O)[nH]c4ccccc4c3=O)CC2)c1	-1%
Cc1cc(C)c(NC(=O)Cn2c(=O)n(-c3ccc(F)cc3)c(=O)c3c(C)c(C(=O)N(C)C)sc32)c(C)c1	-1%
O=C(c1ccc2c(c1)N(Cc1cccc(Cl)c1)C(=O)c1ccccc1S2(=O)=O)N1CCC(Cc2ccccc2)CC1	10%

Main list, previewed entries included:
SMILES	BCR signal inh
Cc1ccc(CCNC(=O)CCSCc2ccccc2F)cc1	3%
COCCCNc1ncnc2c1cnn2-c1ccc(F)cc1	?
O=C(Cc1ccccc1)N(Cc1cccnc1)c1nc2ccc(F)cc2s1	?
Cc1ccc(C)c(N2CCN(C(=O)CCn3c(=O)[nH]c4ccccc4c3=O)CC2)c1	-1%
Cc1cc(C)c(NC(=O)Cn2c(=O)n(-c3ccc(F)cc3)c(=O)c3c(C)c(C(=O)N(C)C)sc32)c(C)c1	-1%
O=C(c1ccc2c(c1)N(Cc1cccc(Cl)c1)C(=O)c1ccccc1S2(=O)=O)N1CCC(Cc2ccccc2)CC1	10%
CN(C)CCNC(=O)C1CCN(Cc2cc3ccccc3n2Cc2ccccc2)CC1	?
CCOc1ccccc1NC(=O)c1cc(S(=O)(=O)NC2CCCC2)ccc1F	0%
CCOC(=O)c1cc(-c2ccc(OC)cc2)n(CCC(=O)NC2CCC(C)CC2)c1C (stereo not given)	11%
COc1ccc(N2CC(NC(=O)/C=C\c3ccccc3)CC2=O)cc1OC (stereo not given)	-11%
Cc1cn(C)c(CC(=O)N2CCN(c3ccccc3F)CC2)c1C(=O)O	-14%
CCOC(=O)c1sc2ccccc2c1S(=O)(=O)Nc1ccc(CC)cc1	7%
O=C(NC1CC(=O)N(c2ccccc2)C1)c1ccc(S(=O)(=O)N2CCOCC2)cc1 (stereo not given)	22%
CCOC(=O)N1CCc2c(sc(NCc3sccc3C)c2C(=O)Nc2ccc(OC)cc2OC)C1	?
CC(C)(C)c1ccc(C(=O)NCC(c2cccs2)S(=O)(=O)c2ccc(F)cc2)cc1 (stereo not given)	1%
COCCNC(=O)c1ccc2c(c1)NC(=O)C(CS(=O)(=O)Cc1ccc(F)cc1Cl)N2 (stereo not given)	7%
COc1cccc(CSc2nc3n(n2)C(c2ccccc2C)C(C(=O)Nc2ccccc2OC)=C(C)N3)c1 (stereo not given)	-10%
CCOc1ccccc1Nc1sc(C(=O)c2ccccc2)c(N)c1C(=O)Nc1ccccc1	?
O=C(NCc1ccccc1Cl)c1ccc2c(c1)ncn2-c1cccc(F)c1	7%
Cc1ccc(C(=O)Nc2ccc3c(c2)N(C)C(=O)c2ccccc2S3)cc1F	?
CCOC(=O)C1CCC(CN(Cc2ccc(OC)cc2)S(=O)(=O)c2ccc(F)c(C(=O)Nc3cc(Cl)ccc3OC)c2)CC1 (stereo not given)	-2%
Cc1ccc(NC(=O)Nc2nnc(SCC(=O)N3CCCCC3)s2)cc1	26%
COc1cccc(Nc2sc(C(=O)c3ccc(Cl)cc3)c(N)c2C(=O)NCc2ccc(C)cc2)c1	?
CCOC(=O)c1c(S(=O)(=O)NCC(=O)Nc2cccc(CC)c2)c(C)n(C)c1C	-3%
CC(=O)c1cc(-c2ccccc2)n(CCC(=O)Nc2nc3c(C)cccc3s2)c1C	10%

Next part.
SMILES	BCR signal inh
O=C(Nc1ccc2c(c1)N(C1CCCC1)C(=O)c1ccccc1S2)c1ccccc1F	7%
Cc1cn(C)c(CC(=O)Nc2ccc(F)cc2Cl)c1C(=O)O	?
CCCNc1ncnc2c1c(-c1ccccc1)cn2-c1ccccc1	?
CCOC(=O)c1ccc(N2CCN(c3ccccc3F)CC2)c(NC(=O)Nc2ccc(Cl)c(Cl)c2)c1	14%
Cc1ccccc1CN1C(=O)c2ccccc2Sc2ccc(C(=O)NCc3ccccc3)cc21	1%
CC(C)CN(CCNC(=O)c1cc(=O)[nH]c2ccc(S(=O)(=O)N3CCCCCC3)cc12)CC(C)C	-1%
O=C(CSc1cn(CC(=O)N2CCCCC2)c2ccccc12)Nc1ccccc1	-2%
Cc1cccc(NC(=O)CSc2nc(=O)n(Cc3cccnc3)c3c2CCC3)c1C	6%
O=C(Nc1ccc(Cl)cc1Cl)c1cc(S(=O)(=O)N2CCc3ccccc32)ccc1F	2%
CCN(CC)C(=O)c1sc2c(c1C)c(=O)n(-c1ccc(Cl)c(Cl)c1)c(=O)n2Cc1cc(=O)n2c(C)cccc2n1	5%
CCOC(=O)c1c(S(=O)(=O)N2CCCC(C(=O)Nc3cccc(C#N)c3)C2)c(C)n(C)c1C (stereo not given)	7%
COc1ccc(F)cc1S(=O)(=O)NCC(c1ccco1)S(=O)(=O)c1cccs1 (stereo not given)	0%
CCOc1cc2[nH]c(=O)n(CCC(=O)N3CCN(c4ccccc4)CC3)c(=O)c2cc1OCC	-13%
O=C(C1CCCCC1)N(Cc1cccnc1)c1nc2c(F)cc(F)cc2s1	14%
CCCC(=O)Nc1cc(C(=O)NCc2ccccc2)ccc1S(=O)(=O)c1ccc(Cl)cc1	-9%
Cc1ccc2nc(N(Cc3cccnc3)C(=O)CCc3ccccc3)sc2c1	?
COc1ccc(CCNC(=O)C(=O)NCC(c2ccco2)S(=O)(=O)c2ccccc2)cc1OC (stereo not given)	-8%
Cc1ccc(-n2ncc3c(NC4CCCCC4)ncnc32)cc1C	-1%
Cc1ccc(CNC(=O)CN2N=C(c3ccccc3)CCC2=O)cc1	-6%
COCCn1ccc2c(OCC(=O)NCc3ccc(F)cc3)cccc2c1=O	?
Cc1ccc(OCc2nnc(SCC(=O)Nc3ccccc3C(C)C)o2)cc1	-17%
CC(C)(C)C(=O)CSc1nc2ccsc2c(=O)n1Cc1ccccc1Cl	0%
CC(=O)Nc1cc(C(=O)NCc2ccc(F)cc2)ccc1Sc1ccc(C)cc1	5%
c1ccc(-c2cn(-c3ccccc3)c3ncnc(N4CCN(c5ccccc5)CC4)c23)cc1	-5%
CCOC(=O)c1c(SCC(=O)Nc2nc3ccccc3s2)nc(=O)[nH]c1C	?

Following part
SMILES	BCR signal inh
Cc1ccc(C)c(NC(=O)CSc2c(C)cnc3c2c(=O)n(C)c(=O)n3C)c1	13%
Cc1ccc(CCNC(=O)c2ccc3c(c2)N(Cc2cccc(Cl)c2)C(=O)c2ccccc2S3(=O)=O)cc1	?
Cc1ccc(N2CC(NC(=O)c3ccc(S(=O)(=O)N4CCCC4)cc3)CC2=O)cc1C (stereo not given)	-5%
CCOC(=O)c1cccc(NC(=O)CCSCCc2ccccn2)c1	-17%
Cc1ccc(C)c(NC(=O)c2cc(S(=O)(=O)NCCC3=CCCCC3)ccc2F)c1	7%
CCOc1ccc(CNC(=O)c2ccc3nc(CC)c(CC)nc3c2)cc1	3%
CCOC(=O)c1c(S(=O)(=O)N2CCCC(C(=O)NCc3cccc(OC)c3)C2)c(C)n(C)c1C (stereo not given)	-2%
CCc1ccc2nc(N(Cc3cccnc3)C(=O)Cc3ccccc3)sc2c1	20%
COCCCNC(=O)c1cc(-c2cccnc2)nc2ccc(S(=O)(=O)N3CCC(C)CC3)cc12	16%
Cc1ccc(NC(=O)CSc2nnc3[nH]c(=O)cc(-c4ccccc4)n23)cc1Cl	6%
Cc1ccc(-n2ncc3c(NCCCN(C)C)ncnc32)cc1Cl	?
Cc1ccc(Cl)cc1-n1c(SCC(=O)NCc2ccccc2)nc2n[nH]c(C)c2c1=N	-1%
COc1cccc(N2CC(NC(=O)CCCc3ccccc3)CC2=O)c1 (stereo not given)	?
CCc1cccc(N2C(=O)N(Cc3c(F)cccc3Cl)c3ccccc3S2(=O)=O)c1	-6%
Cc1ccc(C(=O)OC2=C(C(=O)c3ccccc3)N(C)S(=O)(=O)c3ccccc32)cc1	4%
Cc1ccc(N2CC(NC(=O)c3cc4ccccc4o3)CC2=O)cc1C (stereo not given)	-14%
O=C(CCc1ccccc1)NCc1ccc2c(c1)CCN2C(=O)c1ccc(Cl)cc1	?
O=C(NCCc1ccccc1)C1(c2cccs2)CCOCC1	10%
CN(Cc1ccccc1)S(=O)(=O)c1ccc(F)c(C(=O)Nc2cc(Cl)cc(Cl)c2)c1	22%
CCOc1ccc(CC(=O)Nc2ccc3nc(N4CCCCC4)cc(C)c3c2)cc1OCC	8%
COc1cn(CC(=O)Nc2cccc(C)c2)c(CN2CCCCC2)cc1=O	2%
COc1ccc(-c2cn3nc(N4CCC(C(=O)Nc5cccc(Cl)c5)CC4)sc3n2)cc1	-4%
COc1cccc(OCC(=O)NC2CC(=O)N(c3ccc4c(c3)OCCO4)C2)c1 (stereo not given)	-12%
Cn1c(=O)c2nc(SCC(=O)Nc3cc(Cl)ccc3Cl)n(C)c2n(C)c1=O	-26%
COc1cc(-c2ccno2)ccc1S(=O)(=O)N1CCN(c2ccccc2)CC1	-10%

Laid out differently: entries from further up.
compound,BCR signal inh
Cc1ccc(CCNC(=O)c2ccc3c(c2)N(Cc2cccc(Cl)c2)C(=O)c2ccccc2S3(=O)=O)cc1,?
Cc1ccc(Cl)cc1-n1c(SCC(=O)NCc2ccccc2)nc2n[nH]c(C)c2c1=N,-1%
COc1cc(-c2ccno2)ccc1S(=O)(=O)N1CCN(c2ccccc2)CC1,-10%
CCOc1ccc(CNC(=O)c2ccc3nc(CC)c(CC)nc3c2)cc1,3%

The list goes on:
SMILES	BCR signal inh
O=C(Nc1cc(Cl)cc(Cl)c1)c1cc(S(=O)(=O)N2CCC3(CC2)OCCO3)ccc1F	0%
COc1ccc(-c2nc3sc(CCNS(=O)(=O)c4ccc(F)c(C)c4)c(C)n3n2)cc1	0%
CC(C)c1ccc(NC(=O)CSC2=Nc3ccccc3C3=NC(CC(=O)NCCc4ccccc4)C(=O)N23)cc1 (stereo not given)	14%
CC(C)c1ccc(C2=CC(c3cccc(Cl)c3)n3c(nc4ccccc43)N2)cc1 (stereo not given)	?
COc1ccc(NC(=O)C(=O)NCCc2csc3nc(-c4ccccc4C)nn23)cc1	-6%
Cc1nc2ccccc2n1CCc1nc2c3ccccc3nc(SCc3ccc(C#N)cc3)n2n1	-17%
CN(Cc1ccccc1)S(=O)(=O)c1ccc(F)c(C(=O)Nc2cccc(Cl)c2Cl)c1	-23%
CCOC(=O)c1c(S(=O)(=O)N2CCC(C(=O)Nc3ccccc3OC)CC2)c(C)n(CC)c1C	8%
CC(C)CCNC(=O)CSc1nc2ccsc2c(=O)n1Cc1ccccc1Cl	-19%
O=C1C(c2ccc(F)cc2)N(CCc2ccc(Cl)cc2)C(=O)CN1C1CCCCCC1 (stereo not given)	5%
CSc1cccc(N2C(=O)N(Cc3ccc([N+](=O)[O-])cc3)c3ccccc3S2(=O)=O)c1	-2%
O=C(CSc1nc(=O)[nH]c2c1CCC2)NCc1ccccc1	17%
CC(C)c1ccc(NC(=O)c2cc(S(=O)(=O)NCCC3=CCCCC3)ccc2F)cc1	7%
NC(=O)c1nn2c(C(F)(F)F)cc(-c3ccc(Br)cc3)nc2c1Cl	-4%
COc1cc(OC)cc(N2C(=O)N(Cc3ccc(C(C)(C)C)cc3)c3ccccc3S2(=O)=O)c1	?
Cc1cccc2sc(N(Cc3cccnc3)C(=O)COc3ccccc3)nc12	?
O=C1Cc2cc(S(=O)(=O)Nc3cccc(C(F)(F)F)c3)cc3c2N1CCC3	?
CCOc1ccc(-c2nnc(SCC(=O)NCc3ccc(C)cc3)nc2-c2ccc(OCC)c(OC)c2)cc1OC	-3%
CCOC(=O)c1sc(NC(=O)/C=C/c2ccc(OCC)cc2)c(C(=O)OCC)c1C	-2%
Cc1ccc(S(=O)(=O)C(CNC(=O)C(=O)NCc2ccccc2C)c2cccs2)cc1 (stereo not given)	6%
Cc1c(Cl)cccc1NC(=O)c1oc2ccc(S(=O)(=O)N3CCCCCC3)cc2c1C	0%
COc1ccc(C(=O)NCCc2csc(-c3ccc(Cl)cc3)n2)cc1	29%
CC(=O)Nc1cc(C(=O)NCc2ccccc2)ccc1Sc1ccc(C)cc1	0%
O=C(Nc1ccc(S(=O)(=O)Nc2ncccn2)cc1)c1cccc(Cl)c1	-17%
COc1ccc(CCNc2ncnc3c2cnn3-c2ccc(C)c(Cl)c2)cc1	3%
Cn1nccc1C(=O)NCc1ccc2c(c1)CCN2C(=O)c1ccccc1	-4%

Only part of the results is shown; count on the stated rates, not on these rows.
